JMJD2A Tudor inh – JMJD2A Tudor domain (human) inhibition | 390,000 compounds, 4.4% hits | AlphaScreen JMJD2A-Tudor / H3K4me3 peptide binding | AID 504339 | O75164 | Potency, µM (highest dose often 114 µM), for inactives: top-dose activity change, negative = inhibition, most hits filed as inhibitors; further: on the % scale 0 is the no-effect control and ±100 the full control effect; nearly all actives have a fitted effect of over 50% in size
Tb PGK inh – blocks T. brucei phosphoglycerate kinase. AID 602233. Potency, µM (highest dose often 57.5 µM), without a hit: at the top dose activity change, negative = inhibition, most hits filed as inhibitors. PGK/GAPDH coupled, Kinase-Glo luminescence, 60 min. 380,000 compounds, 0.043% hits; further: on the % scale 0 is the no-effect control and ±100 the full control effect; nearly all actives have a fitted effect of over 60% in size
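Luminescent ATP detection (Kinase-Glo Plus) follows a 60-minute room-temperature incubation, with wells lacking PGK as controls. Buffer: 100 mM TEA (pH 7.6), 5 mM MgCl2, 0.01% Tween-20. Coupling enzyme GAPDH (100 nM final) supplies unstable 1,3-BPG in-well.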
BAZ2B block – inhibitors of human BAZ2B bromodomain; Potency, µM (top dose mostly 114 µM), for inactives: top-dose activity change, negative = inhibition, usual class: inhibitors; Q9UIF8; AlphaScreen BAZ2B-H3K14Ac peptide displacement; 360,000 compounds, 4.4% hits; further: on the % scale 0 is the no-effect control and ±100 the full control effect; nearly all actives have a fitted effect of over 60% in size
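Protein-peptide AlphaScreen: BAZ2B 50 nM, b-H3K14Ac 50 nM, 1x PBS pH 7.4 + 0.01% Tween-20. Preincubation 30 min RT; cpd 30 min RT (top 110 uM); beads 20 min RT, light-protected.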
Pin1 inhibitor – human Pin1 inhibition; AID 504891; Potency, µM (highest dose often 115 µM), for the others: top-dose activity, negative = inhibition, actives largely listed as inhibitors; Q13526; 390,000 compounds, 0.009% hits; Pin1 FP peptide displacement, HiFluor488, 10 min; active means well fitted inhibition curve with a large enough effect in the polarisation, with a control signal flat, not every such curve was filed as active; inconclusive means small, poorly fitted or top-dose-only effect, or effect the other way, or a change in a side signal; inactive means no such curve, though single readings can be large or run the other way; the % refers to the polarisation; further: on the % scale 0 is the no-effect control and ±100 the full control effect
Target sequence (Q13526 whole entry, looked up): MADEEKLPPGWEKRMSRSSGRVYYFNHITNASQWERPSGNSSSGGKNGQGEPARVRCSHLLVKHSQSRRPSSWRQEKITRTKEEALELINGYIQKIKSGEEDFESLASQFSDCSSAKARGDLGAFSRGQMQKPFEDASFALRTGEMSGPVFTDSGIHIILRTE
HP1b chromo inh – blocks HP1-beta chromodomain binding to methylated histone tails. P83916. AlphaScreen HP1-beta / biotin-H3K9me3 peptide binding. Potency, µM (series often up to 114 µM), inactives show at the top dose activity change, negative = inhibition, actives largely listed as inhibitors. 390,000 compounds, 0.56% hits. AID 540317; further: nearly all actives have a fitted effect of over 70% in size; inactives centre near 23
Target sequence (P83916 whole entry, looked up): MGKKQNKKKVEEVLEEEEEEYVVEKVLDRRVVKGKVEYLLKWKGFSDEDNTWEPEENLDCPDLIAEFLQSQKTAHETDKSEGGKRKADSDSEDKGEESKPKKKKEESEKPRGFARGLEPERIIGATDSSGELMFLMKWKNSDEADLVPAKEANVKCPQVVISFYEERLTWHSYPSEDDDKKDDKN
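HP1-beta protein (50 nM final) preincubated 30 min at room temperature with biotinylated H3(1-18)K9me3 peptide (50 nM) in PBS pH 7.4, 0.01% Tween-20, then compound added for 30 min. AlphaScreen streptavidin donor/nickel chelate acceptor beads (10 ug/mL final), 30 min dark, luminescence read.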
G9a inh – G9a (human) methyltransferase inhibition; Potency, µM (titrated, usually from 102 µM), for inactives: top-dose activity, negative = inhibition, hits mostly inhibitors; 350,000 compounds, 8.8% hits; G9a H3K9 monomethylation, AlphaScreen, 2 h; further: on the % scale 0 is the no-effect control and ±100 the full control effect; nearly all actives have a fitted effect of over 75% in size
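Quantitative HTS format: methyltransferase activity on a biotin-tagged H3K9 peptide is measured by AlphaScreen, using a rabbit anti-monomethyl-H3K9 antibody with streptavidin donor and anti-IgG acceptor beads. Final levels are 20 nM enzyme, 500 nM peptide, 20 uM SAM; 2 h RT.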
GLS inh – blocks human kidney-isoform glutaminase activity. 410,000 compounds, 0.21% hits. O94925. Potency, µM (highest dose often 45.5 µM), without a hit: at the highest dose activity change, negative = inhibition, usual class: inhibitors. GLS enzymatic activity, qHTS titration; further: on the % scale 0 is the no-effect control and ±100 the full control effect
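hKGA in 45 mM KH2PO4 pH 8.2, 0.02% Tween-20 with pin-transferred compounds; 1 mM L-glutamine (stock) plus glutamate oxidase/HRP/Amplex Red coupling added. Fluorescence read initially and after 30 min at RT.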
Pol iota inh – blocks human DNA polymerase iota activity. Pol iota fluorescent replication assay, 10 min. 390,000 compounds, 1% hits. Potency, µM (doses to about 115 µM), without a hit: at the top dose activity, negative = inhibition, usual class: inhibitors
Target sequence (Q9UNA4 whole entry, looked up): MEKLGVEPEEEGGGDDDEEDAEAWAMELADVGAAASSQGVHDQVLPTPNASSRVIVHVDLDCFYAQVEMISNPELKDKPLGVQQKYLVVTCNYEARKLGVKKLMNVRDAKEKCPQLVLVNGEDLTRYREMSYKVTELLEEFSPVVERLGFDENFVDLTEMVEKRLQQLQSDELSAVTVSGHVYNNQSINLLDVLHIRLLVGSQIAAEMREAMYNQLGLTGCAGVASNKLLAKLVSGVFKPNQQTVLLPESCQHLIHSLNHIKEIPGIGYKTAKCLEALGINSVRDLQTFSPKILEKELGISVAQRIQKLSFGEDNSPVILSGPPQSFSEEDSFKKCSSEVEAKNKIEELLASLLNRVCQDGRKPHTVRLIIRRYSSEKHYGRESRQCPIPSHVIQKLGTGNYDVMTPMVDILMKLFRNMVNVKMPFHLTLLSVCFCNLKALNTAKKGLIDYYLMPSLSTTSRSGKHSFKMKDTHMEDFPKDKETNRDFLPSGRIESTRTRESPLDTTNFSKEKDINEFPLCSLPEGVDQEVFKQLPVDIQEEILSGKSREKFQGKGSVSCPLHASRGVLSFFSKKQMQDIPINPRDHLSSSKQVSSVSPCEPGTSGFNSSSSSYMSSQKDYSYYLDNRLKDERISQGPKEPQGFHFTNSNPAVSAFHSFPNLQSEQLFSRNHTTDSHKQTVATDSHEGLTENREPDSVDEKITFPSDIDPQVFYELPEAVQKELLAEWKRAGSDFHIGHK
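Fluorescent replication assay read twice, at 0 min and 10 min after adding 50 nM (final) substrate. Enzyme (10 nM) and compounds were first incubated 15 min at room temperature; enzyme-free buffer wells were negative controls.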
BLM helicase inh – Bloom syndrome helicase (human) inhibition | P54132 | recombinant BLM DNA unwinding, fluorescence dequenching | Potency, µM (highest dose often 56.1 µM), for inactives: top-dose activity change, negative = inhibition, usual class: inhibitors | 350,000 compounds, 0.2% hits | AID 2528;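 further: plate controls were vehicle for no effect and no enzyme for full effect; nearly all actives have a fitted effect of over 35% in size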
Starred values were filed as active, the others as inactive; i = inactive; ? = inconclusive; . = no result given; [ ] = another dose, or the depositor's remark. Unless noted, the call rests on the fitted dose curve; in most records, active means well fitted curve in the direction sought with a large enough effect; inconclusive means small, poorly fitted or top-dose-only effect, or another doubt; inactive means no such curve, though single readings can be large; an effect the other way counts as inactive or inconclusive. Potency means the concentration at half of the fitted maximal effect. The list is partial. The share of hits here may be higher or lower than overall.

SMILES	JMJD2A Tudor inh	Tb PGK inh	BAZ2B block	Pin1 inhibitor	HP1b chromo inh	G9a inh	GLS inh	Pol iota inh	BLM helicase inh
O=C(c1cccc(Br)c1)N1CCN(C2=NS(=O)(=O)c3ccccc32)CC1	-3%	-13%	-13%	-6%	41%	36%	-3%	101%[activator]	-3%
COC(=O)c1ccccc1NC1c2ccccc2C(=O)N1c1cccnc1 (stereo unspecified)	-13%	-5%	0%	0%	?	?	5%	-16%	2%
Cc1cccc(CNC(=O)CCCn2nc(C)c3c(C)n(-c4ccccc4)nc3c2=O)c1	-10%	i	-11%	3%	11%[57 µM]	9%	0%	-9%	1%
O=C(O)c1ccccc1C(=O)Nc1ccccn1	-35%	-1%	-28%	-7%	13%	?	0%	24%	-2%
O=C(CSc1nnc(CCCN2C(=O)c3cccc4cccc(c34)C2=O)n1-c1ccccc1)NCCCO	-5%	-2%	-8%	-5%	31%	-11%[59 µM]	1%	27%	18%
CC1(C)Cc2cccc(OCC(=O)NCCc3ccc(S(N)(=O)=O)cc3)c2O1	-8%	2%	3%	5%	12%	20%[2.33 µM]	13%	3%	.
COc1ccc(C2=NOC(C(=O)NCCCN3CCOCC3)C2)cc1 (stereo unspecified)	-9%	-1%	-4%	-6%	10%	6%[12.7 µM]	2%	3%[58.9 µM]	0%
CC(=O)c1ccc(NC(=O)CNc2cc(S(=O)(=O)N3CCOCC3)ccc2N2CCCC2)cc1	?	-2%	-33%	1%	-16%	35µM*	25%	19%	.
CCNc1nc(NCc2ccccc2)nc(Oc2ccc(=O)[nH]n2)n1	-3%	-2%	5%	-8%	37%	14%[59 µM]	-15%	11%	1%
Cc1onc(-c2ccccc2Cl)c1C(=O)Oc1ccc(Cl)cc1Cl	52%[activator]	-8%	82%[activator]	3%	123%[activator]	49%[activator][59 µM]	1%	7%	-6%
O=C1N(c2ccccc2C(F)(F)F)OC1(Cc1ccccc1)c1ccccc1 (stereo unspecified)	76%[activator]	-1%	74%[activator]	-3%	130%[activator]	16%[2.33 µM]	2%	18%	.
COc1ccc(Cl)cc1NC(=O)CN(C)C(=O)c1cccc(S(=O)(=O)N2CCN(C)CC2)c1	-12%	-1%	.	6%	20%	.	10%	10%	.
O=C(COC(=O)CCCNC(=O)c1ccc(Cl)cc1)Nc1ccc(Br)cc1	-1%	-4%	9%	?	19%	4%[59 µM]	11%	16%	1%
CN1C2C=C3C(C#N)=C(N)C(C#N)(C#N)[C@@H](c4cccs4)C3C1CC2 (stereo partly specified)	-23%	-4%	-1%	-21%	48%[activator]	-24%[12.7 µM]	12%	12%	-4%
N/C(=N\OC(=O)c1ccc2ccccc2c1)c1ccccc1Cl	14%	4%	9%	16%	43%[activator]	21%	-3%	52%[activator]	-7%
Cc1ccc(CNC(=O)C23CN(Cc4ccccc4)CC2C(c2ccc([N+](=O)[O-])cc2)=NO3)cc1 (stereo unspecified)	?	-4%	?	0%	0%	?	14%	?	-6%
CN(C)c1cccc(C(=O)N2CCC(c3ccncc3)CC2)c1	-17%	-4%	-13%	-6%	16%	-2%[59 µM]	7%	5%	0%
Cc1nn(-c2ccccc2)c(N)c1N=Nc1ccc2ccccc2c1	40µM*	-8%	13µM*	-6%	?	40µM*	-2%	25%	-8%
Cc1ccc(S(=O)(=O)CC(=O)Nc2ccc3nc(C)sc3c2)cc1	-1%	-5%	-18%	1%	34%	9%[59 µM]	-18%	22%	1%
O=C1c2ccccc2C(=O)N1CCN1CCc2ccccc21	?	0%	50µM*	-2%	7%	?	1%	17%	0%
Fc1ccc(CNC(=S)NC2CCCCCC2)cc1	-7%	i	-13%	-2%	17%	6%	-9%	6%	-6%
O=C(COC(=O)c1ccc(F)cc1F)NCc1ccc2c(c1)OCO2	0%	-10%	.	0%	47%[activator]	.	-3%	19%	.
c1ccc(CSc2nnc(-c3cccnc3)o2)cc1	2%	-2%	14%	-2%	26%	23%[59 µM]	2%	10%	3%
CCn1c(SCC(=O)N/N=C(/C)c2ccncc2)nc2ccccc21	-7%	-1%	0%	3%	39%[activator]	13%[12.7 µM]	20%	-5%	2%
CN(C(=O)COC(=O)C1CCN(S(=O)(=O)c2ccc(Cl)cc2)CC1)C1CCS(=O)(=O)C1 (stereo unspecified)	-2%	-6%	.	-2%	20%[57 µM]	.	-2%	23%	.

Next entries
SMILES	JMJD2A Tudor inh	Tb PGK inh	BAZ2B block	Pin1 inhibitor	HP1b chromo inh	G9a inh	GLS inh	Pol iota inh	BLM helicase inh
CC1=CSC2=NC(C(F)(F)F)(C(F)(F)F)NC(=O)N12	-23%	i	2%	-2%	31%	9%	-1%	-4%	-1%
Cc1c(C)n(Cc2ccccc2)c2ccc(C(=O)NC(C)c3ccccc3)cc12 (stereo unspecified)	-25%	-7%	-17%	56%[activator]	29%	-37%[59 µM]	5%	8%	-7%
CCOC(=O)COc1ccc2c(C)cc(=O)oc2c1C(=O)c1ccccc1	-1%[11.4 µM]	i	-5%	0%	-3%	-44%	-6%	83%[activator]	-2%
CCOC(=O)CN(C(=O)COc1nc(-c2ccccc2)cc(C)c1C#N)c1ccc(F)cc1	-20%	i	0%	5%	24%	.	-1%	-23%	-13%
COc1ccc(CC(=O)OCC(=O)NC2CCCCC2)cc1OC	-21%	i	.	-3%	25%	.	2%	116%[activator]	.
COc1cc(C(=O)Nc2ccc3[nH]c(=O)sc3c2)cc(OC)c1OC	-3%	-10%	-1%	3%	27%	-27%[59 µM]	7%	-8%	-4%
COc1cccc(Cn2c(CNC(=O)CCc3ccccc3)nc3cccnc32)c1	-17%	i	2%	5%	14%[57 µM]	20%[59 µM]	-12%	-5%	-1%
O=C(O)C1CCN(C(=O)COc2ccc3c4c(c(=O)oc3c2)CCCC4)CC1	-12%	8%	-10%	5%	30%	-4%[12.7 µM]	4%	20%	0%
Cc1cc(C)c(NC(=O)C(C)n2nnc3sc4c(c3c2=O)CCCC4)c(C)c1 (stereo unspecified)	-13%	.	0%	1%	17%	-17%[59 µM]	-1%	-6%	0%
NNC(=S)NCc1ccc2c(c1)OCO2	-27%	-1%	?	-4%	19%	18%[2.33 µM]	17%	-8%	4%
COc1cccc(CN2CCN(Cc3cccc4nonc34)CC2CCO)c1 (stereo unspecified)	?	5%	-1%	-6%	?	-2%	-6%	39%[activator]	-5%
COC(=O)c1cc(C(=O)Nc2nc3ccccc3[nH]2)cc([N+](=O)[O-])c1	-8%	-9%	-3%	0%	38%	2%	8%	-8%	-14%
CN1CCN(C(=O)c2ccc3nc(-c4ccccc4)c(-c4ccccc4)nc3c2)CC1	-20%[57.1 µM]	-9%	-15%	2%	13%	-5%	4%	76%[activator]	-2%
COc1ccc(S(=O)(=O)Nc2cc3[nH]c(=O)oc3cc2C)cc1	-18%	-8%	-2%	-3%	26%	?	11%	22%	-14%
CC1(C)CC(=O)C=C(c2cccc(O)c2)C1=O	-2%	-2%	-3%	2%	38%	7%[0.501 µM]	20%	11%	.
Cc1cc(=O)oc2cc(NC(=O)C3CCCC3)ccc12	-1%	-3%	-9%	2%	37%	1%	-12%	-1%	-1%
Cc1ccc(NC(=O)Cn2c(=O)oc3cc(S(=O)(=O)N4CCCC4)ccc32)cc1F	-7%	-2%	3%	14%	22%	7%[59 µM]	0%	-3%	-11%
Cc1cccc(N2CCN(C(=O)Cn3c(C)c4cnn(-c5ccccc5)c(=O)c4c3C)CC2)c1C	-33%	i	?	42%[activator]	13%	-24%[59 µM]	1%	37%[activator]	-8%
CCCOc1ccc([N+](=O)[O-])cc1C1NC(=S)NC(c2ccccc2)=C1C(=O)OCC (stereo unspecified)	-22%	-5%	?	0%	17%	32%[0.501 µM]	-11%	-5%	-7%
Oc1c(C(c2cccc(Br)c2)N2CCCC2)sc2nc(-c3ccco3)nn12 (stereo unspecified)	?	1%	?	?	18%	-3%[59 µM]	15%	1%	-4%
COc1ccc(C(O)c2nc3ccccc3n2C(C)C)cc1 (stereo unspecified)	-13%[11.4 µM]	i	1%	-7%	-8%	?	22%	-9%	-1%
CCNC(=S)/C(=C(/[O-])c1ccc([N+](=O)[O-])cc1)[n+]1ccccc1	-29%	-5%	-12%	-9%	4%	.	-2%	11%	-3%
CC(C)c1ccc(NC(=O)C(c2ccc3c(c2)OCO3)N2CCN(C(=O)c3ccco3)CC2)cc1 (stereo unspecified)	-22%	i	?	4%	15%	-41%[59 µM]	-3%	?	-13%
O=C(Nc1ccc(S(=O)(=O)N2CCCC2)cc1)c1ccc(Br)o1	-18%	i	-13%	-8%	-8%	-2%	2%	27%	-2%
CCc1nnc(NC(=O)c2nc(SCc3ccccc3F)ncc2Cl)s1	-24%	i	-19%	3%	25%	?	42%[activator]	11%	-3%
CCCOc1cc(N)ccc1C(=O)OCCN(CC)CC	-11%	-2%	-5%	6%	34%	-4%[59 µM]	21%	-3%	-6%[21.4 µM]
Cc1ccc(Cn2c(NC(=O)c3ccco3)nc3ccccc32)cc1	-18%	3%	-1%	2%	25%	1%[59 µM]	11%	7%	-11%
Cc1ccc(S(=O)(=O)N2CCN(S(=O)(=O)N3CCCCCC3)CC2)cc1	-2%	2%	-2%	6%	7%	.	-1%	6%	-4%
Cc1ccc(-n2c(=S)[nH]c3sc4c(c3c2=O)CCc2ccccc2-4)cc1	-16%	6%	1%	-1%	35%	5%	11%	26%	2%

2 of these compounds, reformatted:
Cc1ccc(NC(=O)Cn2c(=O)oc3cc(S(=O)(=O)N4CCCC4)ccc32)cc1F
  JMJD2A Tudor inh = -7%
  Tb PGK inh = -2%
  BAZ2B block = 3%
  Pin1 inhibitor = 14%
  HP1b chromo inh = 22%
  G9a inh = 7%[59 µM]
  GLS inh = 0%
  Pol iota inh = -3%
  BLM helicase inh = -11%

Cc1cccc(N2CCN(C(=O)Cn3c(C)c4cnn(-c5ccccc5)c(=O)c4c3C)CC2)c1C
  JMJD2A Tudor inh = -33%
  Tb PGK inh = i
  BAZ2B block = ?
  Pin1 inhibitor = 42%[activator]
  HP1b chromo inh = 13%
  G9a inh = -24%[59 µM]
  GLS inh = 1%
  Pol iota inh = 37%[activator]
  BLM helicase inh = -8%
